High-throughput results: PubChem BioAssay, National Center for Advancing Translational Sciences (NCATS)
Coupling enz: coupling enzyme interference in Giardia aldolase counter-screen | coupling enzyme system counterscreen, AmpLite Red fluorescence | activity change, negative = inhibition, % at 58.2 µM, hits read low | actives 0.67% (n = 290,000) | AID 2472; in the data active = activity change below about -30%; also: % is scaled to controls: 0 for no effect and ±100 for the full control effect
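Fluorescence at 525 nm excitation and 598 nm emission measured inhibition of the coupled detection system without aldolase. Compounds (at 57.5 uM final) were preincubated 10 min at room temperature with coupling enzyme reagent before a 20 min substrate/AmpLite Red step.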
hERG WT inh: KCNH2 (human, wildtype) channel inhibition. Q12809. U2OS, BacMam KCNH2, thallium flux FluxOr; stronger effect = lower value. activity change, % at 1.84 µM. actives 0.37% (n = 340,000);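 active = maximum activity change below -70%; inconclusive = maximum activity change between -70% and -50%; inactive = maximum activity change above -50%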; also: % is scaled to controls: 0 for no effect and ±100 for the full control effect
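U2OS cells transduced with wild-type KCNH2 virus are loaded with FluxOr dye for 45 min, and thallium flux is measured in kinetic reads before and after stimulation buffer. Rate constants are normalized to DMSO controls.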
MLL CXXC-DNA inh: blocks binding of human MLL CXXC domain to DNA | actives 0.037% (n = 290,000) | Q03164 | Potency, µM (top dose mostly 115 µM), inactives show at the top dose activity change, negative = inhibition, usual class: inhibitors | MLL-CXXC / FITC-HOXA9 DNA fluorescence polarization | AID 2662; active = well fitted inhibition curve with a large enough effect in the polarisation, with a control signal flat, not every such curve was filed as active; inconclusive = small, poorly fitted or top-dose-only effect, or effect the other way, or a change in a side signal; inactive = no such curve, though single readings can be large or run the other way; the % refers to the polarisation; also: potency is read from the fitted curve at half-maximal effect
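Purified MLL-CXXC (added from a 7 uM solution) was preincubated 5 min at ambient with pinned compounds in 50 mM Tris-HCl pH 7.5, 50 mM NaCl, 1 mM DTT, 0.05% BSA. Fluorescein-labeled HOX-A9 DNA (50 nM solution) followed, 30 min, then polarization read.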
GALK inh: inhibitors of human galactokinase; P51570; Purified GALK, Kinase-Glo residual ATP luminescence; Potency, µM (series often up to 57.5 µM), inactives show top-dose activity change, negative = inhibition, usual class: inhibitors; actives 0.007% (n = 270,000); AID 1868; also: potency is read from the fitted curve at half-maximal effect; % is scaled to controls: 0 for no effect and ±100 for the full control effect
Target sequence (P51570 whole entry, looked up): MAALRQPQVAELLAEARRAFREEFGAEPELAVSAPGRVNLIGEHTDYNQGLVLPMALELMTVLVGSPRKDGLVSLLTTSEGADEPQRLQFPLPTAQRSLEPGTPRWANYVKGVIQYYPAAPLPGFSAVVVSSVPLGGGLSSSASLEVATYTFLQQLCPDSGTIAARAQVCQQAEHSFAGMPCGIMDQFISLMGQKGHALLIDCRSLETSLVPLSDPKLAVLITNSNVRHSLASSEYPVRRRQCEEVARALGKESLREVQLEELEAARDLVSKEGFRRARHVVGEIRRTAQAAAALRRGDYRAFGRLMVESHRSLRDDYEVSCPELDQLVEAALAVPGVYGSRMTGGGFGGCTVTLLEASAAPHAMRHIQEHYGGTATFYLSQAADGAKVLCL
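Luminescence from leftover ATP (Ultra-Glo luciferase/luciferin) served as read-out after a 1 h room-temperature reaction of 5 nM GALK with 35 uM ATP and 100 uM galactose.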
S-ASM inh: blocks human secretory acid sphingomyelinase; P17405; placental ASM, HMU-PC fluorogenic substrate, 60 min; Potency, µM (titrated, usually from 57.5 µM), inactives show top-dose activity change, negative = inhibition, hits mostly inhibitors; actives 0.006% (n = 340,000); also: potency is read from the fitted curve at half-maximal effect
Target sequence (P17405 47-631 limits assumed): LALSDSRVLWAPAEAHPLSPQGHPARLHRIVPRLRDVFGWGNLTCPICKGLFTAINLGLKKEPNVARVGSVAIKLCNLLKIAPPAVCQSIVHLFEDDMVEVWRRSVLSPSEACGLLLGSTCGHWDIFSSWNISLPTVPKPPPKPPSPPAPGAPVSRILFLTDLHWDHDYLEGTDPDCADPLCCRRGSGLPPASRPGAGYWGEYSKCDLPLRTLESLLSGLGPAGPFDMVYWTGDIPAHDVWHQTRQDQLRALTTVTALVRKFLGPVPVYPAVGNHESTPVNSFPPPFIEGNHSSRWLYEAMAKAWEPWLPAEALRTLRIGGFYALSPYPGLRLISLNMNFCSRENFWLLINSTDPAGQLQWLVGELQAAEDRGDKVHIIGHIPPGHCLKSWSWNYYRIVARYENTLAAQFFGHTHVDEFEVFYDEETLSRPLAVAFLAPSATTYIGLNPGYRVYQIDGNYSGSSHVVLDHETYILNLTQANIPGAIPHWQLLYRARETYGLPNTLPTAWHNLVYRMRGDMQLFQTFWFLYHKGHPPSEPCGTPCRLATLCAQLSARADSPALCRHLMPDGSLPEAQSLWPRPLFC
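HMU-PC0 cleavage (9 uM final) by human placental ASM, 60 min at 37 °C following 10 min compound exposure at RT; stopped at pH 10, fluorescence Ex 386/Em 447 nm.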
a7 integrin act: activates integrin-mediated alleviation for muscular dystrophy; alpha7betagal myoblasts, beta-gal FDG fluorescence, 48 h; AID 624291; actives 0.064% (n = 350,000); Potency, µM (series often up to 38.3 µM), for inactives: at the top dose activation, most hits filed as activators;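 also: potency is read from the fitted curve at half-maximal effect; 100% = response of the positive control SU9516; nearly all actives have a fitted effect of over 60% in size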
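alpha7betagal+/- myoblasts (passage 13, 250/well) treated 48 h at 37C with compounds at 1:260 dilution of DMSO stock. Lysed, then beta-galactosidase activity read as FDG fluorescence (ex 480/em 540) after 30 min, with pre-read for autofluorescence.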
KCNH2 3.1 block: blocks the human KCNH2 3.1 channel isoform | U2OS KCNH2 3.1, thallium flux FluxOr; stronger effect = lower value | activity change, % (tested at about 1.8 µM) | actives 0.95% (n = 340,000) | AID 720553;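 active = maximum activity change below -70%; inconclusive = maximum activity change from -70% to -50%; inactive = maximum activity change above -50%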;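 also: thallium influx rate constant from kinetic fluorescence after stimulation buffer; % is scaled to controls: 0 for no effect and ±100 for the full control effect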
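Virally transduced U2OS (3.1 isoform, 4 h infection in dark at RT) → overnight 37 C → FluxOr + Red40 in HBSS/HEPES, 45 min → stimulation buffer, 2 min kinetic read → rate constant vs DMSO controls.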
TRPV1 agonist: activates the human vanilloid receptor TRPV1. Q8NER1. TRPV1-expressing cells, Fluo-8 calcium influx, agonist mode. activation, % at 8.33 µM. actives 0.19% (n = 320,000); in the data active = activation above about 80%; inconclusive = between about 30% and that limit; also: 0% is about no effect
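TRPV1-expressing cells were cultured overnight at 35.5C and loaded with Fluo-8 calcium dye for 40 to 90 min at room temperature. After a 10 s baseline, compound was added and calcium influx was read kinetically for 3 min (ex 480/em 520 nm).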
MBNL1-CUG inh: inhibitors of human MBNL1 binding to CUG repeat RNA | actives 0.036% (n = 280,000) | Potency, µM (titrated, usually from 57.5 µM), inactives show top-dose activity change, negative = inhibition, most hits filed as inhibitors | TR-FRET MBNL1-His/biotin-(CUG)12 binding, 665/545 ratio; active = well fitted inhibition curve with a large enough effect in the signal ratio, with a control signal flat, not every such curve was filed as active; inconclusive = small, poorly fitted or top-dose-only effect, or effect the other way, or a change in a side signal; inactive = no such curve, though single readings can be large or run the other way; the % refers to the signal ratio; also: potency is read from the fitted curve at half-maximal effect; % is scaled to controls: 0 for no effect and ±100 for the full control effect
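Inhibition of protein-RNA binding appears as loss of TR-FRET between terbium anti-His antibody on MBNL1-His and streptavidin-XL665 on biotin-(CUG)12. Activity is normalized to buffer-only and uninhibited-complex controls.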
AT treatment: potential ataxia-telangiectasia treatments restoring KAP-1 phosphorylation. Potency, µM (doses to about 57.5 µM), inactives show at the highest dose activation, usual class: activators. actives 0.19% (n = 320,000). […] A-T fibroblasts, KAP-1 phosphorylation AlphaLISA; neocarzinostatin DNA damage 30 min before lysis; also: potency is read from the fitted curve at half-maximal effect; % of control where 0% means no effect; nearly all actives have a fitted effect of over 45% in size
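hTERT-immortalized A-T patient fibroblasts ([…]), 500 cells/well in OPTI-MEM, 1% FBS, got compounds for 60 min, then NCS for 30 min at 37C. Lysates were then assayed for phospho-KAP-1 by AlphaLISA (anti-pKAP1 donor, anti-KAP1 acceptor beads), 6 hr at 25C.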
Numbers without * were called inactive; i = inactive; u = inconclusive; x = not tested or not shown; & = joins results of further samples; [ ] = another dose, or the depositor's remark. Unless noted, calls follow the shape of the dose curve; as a rule, active = well fitted curve in the direction sought with a large enough effect; inconclusive = small, poorly fitted or top-dose-only effect, or another doubt; inactive = no such curve, though single readings can be large; an effect the other way counts as inactive or inconclusive.

SMILES	Coupling enz	hERG WT inh	MLL CXXC-DNA inh	GALK inh	S-ASM inh	a7 integrin act	KCNH2 3.1 block	TRPV1 agonist	MBNL1-CUG inh	AT treatment
Nc1ccccc1Nc1c(F)c(F)nc(F)c1Cl	-1	2	47%[activator]	-1%	4%	u	-72*	0	-5%	9%
Cc1ccc(NC(=O)CSc2nnc(-c3n[nH]c4ccccc34)n2-c2ccccc2)c(C)c1	0	4	10%	-3%	-5%	-43%	12	-1	-1%	1%
COc1ccccc1N(C)S(=O)(=O)c1ccc(C(=O)NCC(C)C)cc1	1	3	0%	0%	4%	-2%	4	-5	2%	3%
N#Cc1ccccc1Sc1ccccc1C(=O)OCC(=O)NC1CCCCC1	1	-1	15%	1%	6%	19%	-6	25	u	-2%
Cc1c(CNCc2cccs2)c(C(=O)O)c(C)n1Cc1ccccc1	2	-8	-1%	-1%	0%	5%	12	7	-4%	1%
CCOC(=O)c1[nH]c2ccc(OC)cc2c1NC(=O)c1ccc2c(c1)OCO2	-4	-1	3%	-1%	11%	-4%	2	19	-3%	-7%
Clc1ccccc1C1=CC(c2ccco2)n2ncnc2N1 (stereo not given)	0	-1	-5%	-1%	87%[activator]	-20%	3	-1	u	0%
CC1(C)CC(=O)C([N+](=O)[O-])=C(NCCCO)C1	4	4	9%	0%	4%	2%	2	-5	0%	-2%
Cc1ccc(S(=O)(=O)N2CCN(CC(=O)N/N=C\C(Cl)=C\c3ccccc3)CC2)cc1	0	-130*	-6%	x	-11%	-2%	-197*	12	-3%	-5%
O=C(CCCOc1ccccc1)NNC(=O)c1ccc(Cl)cc1	x	9	x	x	-4%	-8%	-7	x	x	8%
CC1(C)CC(=O)C=C(c2cccc3c2sc2ccccc23)C1	x	3	x	x	-14%	6%	8	9	x	6%
CCC(=O)Nc1ccc(S(=O)(=O)Nc2ccc(Cl)nn2)cc1	3	-1	3%	0%	4%	15%	10	-7	x	-6%
C/C(=N\NC(=O)CSCc1ccccc1Br)c1cccc([N+](=O)[O-])c1	3	-6	-4%	x	0%	-14%	3	7	12%	5%
N#C/C(=C/c1ccc(Sc2nc3ccccc3[nH]2)o1)c1cccc(Br)c1	3	-7	8%	-1%	7%	-48%[inhibitor]	-7	u	-4%	2%
CCCSc1nc(C)nc2c1c(=O)n(C)c(=O)n2C	3	x	1%	0%	x	x	x	-1	-9%	4%
COc1ccc(CNC(=O)C(C)N2CCN(S(=O)(=O)c3ccccc3F)CC2)cc1 (stereo not given)	x	-20	x	x	4%	5%	1	3	x	2%
O=C(COC(=O)C1=COCCO1)NC1CCCCCCC1	0	i	78%[activator]	-1%	4%	6%	0	1	x	0%
CCCCn1c(=O)[nH]c(=O)c2c1nc(-c1ccc(C)c([N+](=O)[O-])c1)n2CC	0	6	-7%	1%	-1%	-3%	5	11	4%	-5%
O=C(CSc1nncn1-c1ccccn1)Nc1cccc(Cl)c1	-1	-38	21%	5%	0%	5%	x	23	1%	2%
CCOc1cc(S(=O)(=O)NCc2ccncc2)c(C)cc1C	5	-7	13%	0%	3%	-2%	18	9	1%	2%
CCCCNC(=O)c1ccc(NS(=O)(=O)c2ccccc2)cc1	1	-7	1%	-2%	4%	10%	0	2	-2%	4%
COc1ccc(CCNC(=O)COc2cc(O)c3c(c2)OC(C)(C)CC3=O)cc1	0	-18	-2%	x	-1%	6%	-2	5	-1%	5%
COC(=O)c1c(NC(=O)CN2C(=O)C(=O)N(CC(C)C)C2=O)sc(C)c1C	x	1	15%	6%	-7%	0%	0	0	0%	4%
CCCOc1ccc(C(=O)Nc2ccc(CN3CCOCC3)cc2)cc1	-3	28	3%	8%	3%	0%	-5	0	24%	3%
CCn1c2ccc(F)cc2c2nnc(SCCN3CCCCC3)nc21	-1	-13	17%	13%	-3%	-34%	-7	1&3	u	-2%
Cc1ccc(C)c(OC(=O)c2ccncc2)c1	0	-4	-16%	0%	8%	37%	-2	2	-13%	3%
C=CCn1c(SCC(=O)NCC(=O)OCC)nnc1-c1cccc(OC)c1	3	2	-1%	-4%	1%	7%	-1	0	-4%	-1%
CC1CN(CC(=O)NN=C(c2ccccc2)c2ccccc2)CC(C)O1 (stereo not given)	1	2	1%	2%	1%	-31%	-29	0	-4%	2%
CCN(CC)S(=O)(=O)c1ccc(NC2CCCc3ccccc32)nc1 (stereo not given)	-15	1	-5%	-5%	2%	-33%	-8	13	12%	1%
CC(C)=CCCC(C)CN1CCC(N2CCC(C(=O)NC(C)C)CC2)CC1 (stereo not given)	4	44	4%	1%	-1%	-53%[inhibitor]	18	0	-1%	0%
COc1cccc(C2C(C(N)=O)=C(C)Nc3nc(-c4cccc(Cl)c4)nn32)c1 (stereo not given)	-2	-12	-6%	-1%	8%	-11%	-1	1	-9%	-7%
Cc1ccccc1-c1nnn(Cc2cccc(S(=O)(=O)N3CCOCC3)c2)n1	x	-20	x	x	0%	-5%	-8	3	x	0%
Cc1ccc(N2CCN(CC(O)COC3CCCCC3)CC2)cc1 (stereo not given)	4	58	8%	3%	4%	5%	-2	-2	-9%	-4%
CCC(=O)N1N=C(c2c(-c3ccccc3)c3cc(Cl)ccc3[nH]c2=O)CC1c1ccco1 (stereo not given)	3	-24	6%	-3%	18%	-33%	1	-5	-1%	-4%
Cc1ccc(NC(=S)NNC(=O)c2ccc(N3CCOCC3)c([N+](=O)[O-])c2)cc1C	7	-5	-1%	0%	-10%	24%	7	-1	x	-5%
CC1CCN(S(=O)(=O)c2ccc(C(=O)N(C)C3CCS(=O)(=O)C3)cc2)CC1 (stereo not given)	x	-2	x	x	-3%	-1%	5	-3	x	8%
CC(=O)C1(O)C(C)CC2C3CCC4CC(O)CCC4(C)C3=CCC21C (stereo not given)	1	-11	5%	3%	1%	7%	-1	x	-3%	10%
Cc1c2cnn(CC(=O)NCCN3CCOCC3)c(=O)c2c(C)n1Cc1ccccc1	-3	-5	x	x	4%	-3%	-3	2	-2%	-4%
C[N+]1(CC(=O)NNc2c3ccccc3nc3ccccc23)CCOCC1	-5	x	u	-3%	x	x	x	-6	u	-3%
COc1ccc(/C=N/Nc2nn3cnnc3c3ccccc23)cc1	2	12	5%	-1%	10%	-8%	0	-3	u	45µM*
O=C(CCNC(=O)c1ccco1)Nc1ccc(Cl)cc1	0	4	11%	-6%	1%	-22%	-4	0	-1%	2%
COC(=O)CSc1nnc(-c2cccnc2)n1-c1cccc(OC)c1	-1	-43	-1%	-1%	1%	-16%	-29	-1	-12%	3%
CN(C)c1ccc(/C=C(\C#N)C(=O)c2ccccc2)cc1	3	-8	u	x	-25%	14%	-22	84*	u	5%
Cc1c(NC(=O)COc2ncnc3c(Cl)cc(Cl)cc23)c(=O)n(-c2ccccc2)n1C	13	-13	8%	5%	3%	8%	-2	1	9%	7%
O=C(CSc1nnc(-c2ccccc2Br)o1)N1CCN(C(=O)c2ccco2)CC1	2	22	8%	2%	4%	-15%	-1	3	-6%	-19%
Cc1cc(NC(=O)CSc2nnc(-c3ccco3)n2Cc2ccccc2)no1	3	2	-2%	-3%	-1%	-46%[inhibitor]	14	-2	10%	-2%
C[N+]1(CC(=O)OC2CCCCCCCCCCC2)CCCC1	1	7	17%	-1%	-4%	-44%	4	4	-5%	-2%
COC1(OC)C(/C=C/c2ccc(Cl)cc2)C(C#N)(C#N)C1(OC)OC (stereo not given)	-1	3	1%	-3%	-9%	-50%[inhibitor]	2	2	0%	-7%
COc1cccc2cc(/C(=N/O)c3ccc(Br)cc3)oc12	1	x	2%	-4%	-8%	-45%[inhibitor]	4	-2	-2%	18%
Cc1ccc(S(=O)(=O)N2CCCCC2)cc1NC(=O)CCNC(=O)c1ccccc1	x	-2	x	x	0%	u	1	x	x	4%
O=C(/C=C/c1ccccc1)Nc1cccnc1Cl	-1	-28	17%	-3%	-3%	u	-7	84*	3%	4%

In another format: results already given.
mol: C[N+]1(CC(=O)OC2CCCCCCCCCCC2)CCCC1
  Coupling enz: 1
  hERG WT inh: 7
  MLL CXXC-DNA inh: 17%
  GALK inh: -1%
  S-ASM inh: -4%
  a7 integrin act: -44%
  KCNH2 3.1 block: 4
  TRPV1 agonist: 4
  MBNL1-CUG inh: -5%
  AT treatment: -2%

mol: COC1(OC)C(/C=C/c2ccc(Cl)cc2)C(C#N)(C#N)C1(OC)OC (stereo not given)
  Coupling enz: -1
  hERG WT inh: 3
  MLL CXXC-DNA inh: 1%
  GALK inh: -3%
  S-ASM inh: -9%
  a7 integrin act: -50%[inhibitor]
  KCNH2 3.1 block: 2
  TRPV1 agonist: 2
  MBNL1-CUG inh: 0%
  AT treatment: -7%

Rows are unselected; 2% or so of the library scored in one or more.
